Assay outcomes: PubChem, Sanford-Burnham Center for Chemical Genomics
TAG inh = inhibitors of triacylglycerol accumulation, primary screen, cell-based, uHTS, fluorescence, H9c2; H9c2 cells, Nile Red lipid (TAG) fluorescence; cells loaded with 200 µM oleic acid; inhibition, % at 12.5 µM; hit rate 0.66% among 230,000;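 active means pattern-corrected inhibition of lipid staining of at least 50% with the nuclear-stain viability signal not falling by more than 50%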;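 further: 0% = DMSO wells and 100% = triacsin C control wells; some results filed as inactive read as strong as hits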
TAG inh DAPI viability = further read-out of TAG inh, marked with its call; DAPI nuclei signal change (viability), lower = more cytotoxic, %;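 whole-well DAPI fluorescence read on a plate reader as a viability signal; minus 50 percent equals half of cells still viable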
The depositor's hits bear a star.

SMILES | TAG inh | TAG inh DAPI viability
N#CCCn1cc(/C=N/NC(N)=S)c(-c2ccc(-c3ccccc3)cc2)n1 | 14 | 16
Cc1ccnc(NC(=O)CCc2c[nH]c3ccccc23)c1 | 5 | -4
COc1cc(NC(=S)NCc2ccco2)cc(OC)c1 | -7 | -1
O=C(COC(=O)c1ccccc1OCc1ccccc1Cl)NC1CCS(=O)(=O)C1 (stereo not drawn) | -2 | 2
CCCn1c(SCC(=O)NCc2ccco2)nnc1C(C)C | -14 | -10
COc1ccccc1NC(=O)CC1C(=O)NCCN1C(=O)Nc1ccc(Cl)c(Cl)c1 (stereo not drawn) | 28 | -12
COc1ccc(OC)c(/C=C/C(=O)OCC(=O)Nc2nnc(-c3ccccc3)o2)c1 | -11 | -6
CC1CCCC(O)(C(C(=O)O)c2ccccc2)C1 (stereo not drawn) | -8 | 4
O=S(=O)(Nc1cccc(-c2cn3c(n2)SCC3)c1)c1ccccc1F | 13 | 0
CCOc1ccc(NC(=O)CCC(=O)N/N=C(\C)c2cccs2)cc1 | 4 | 4
Cc1ccc(C)c(S(=O)(=O)N2CCN(C(=O)CNC(=O)c3sc4ccccc4c3Cl)CC2)c1 | -8 | 3
CCC(CC)C(=O)N(C)c1c(C)nc2c(OCc3ccc(OC(F)F)cc3)cccn12 | 10 | -13
O=C(NCCS(=O)(=O)N1CCN(c2ccccc2F)CC1)c1cccs1 | 1 | -3
Oc1ccccc1-c1cc(C(F)(F)F)nc(-c2ccccc2)n1 | 6 | -1
Cn1ccnc1SCC(=O)N1CCc2ccccc21 | 5 | 2
CSc1cccc(NC(=O)CN(c2ccc(C)cc2C)S(C)(=O)=O)c1 | 10 | 5
Cc1ccc(/C=N/Nc2cn[nH]c(=O)n2)o1 | -2 | 4
COc1cccc(-c2cc(C(=O)N3CCCCCC3)no2)c1 | 3 | 5
Cc1cccc(Nc2nc(NCCO)nc(N3CCCC3)n2)c1 | 10 | -4
OCC1(Cc2ccc(F)cc2F)CCCN(CCCc2ccccc2)C1 (stereo not drawn) | 6 | 0
COc1cc(C(=O)N(c2ccc(C)c(C)c2)C2C=CS(=O)(=O)C2)cc(OC)c1OC (stereo not drawn) | 0 | -2
CCCn1c(Cc2ccccc2)n[nH]c1=S | 5 | 0
CCN(CCn1cccn1)Cc1cn[nH]c1-c1cccc2ccccc12 | -8 | -3
CCOc1ccc(C(=O)NCC(=O)NCC(c2ccco2)N2CCCCC2)cc1 (stereo not drawn) | 3 | -3
CC1(C(=O)NS(=O)(=O)c2ccccc2Cl)CCN1C(=O)CC1CC1 (stereo not drawn) | 2 | -4
CCOc1ccc(C2N(c3ccc(F)cc3)C(=O)C3CCCN32)cc1 (stereo not drawn) | 6 | -8
CCCCn1cnc2cc(C)c(C)cc21 | -9 | 2
COc1ccc(C(=O)NC=C2C(=O)OC(C)(C)OC2=O)cc1 | 0 | 7
COc1ccc(NC(=O)c2c3c(nc4ccccc24)CCN(Cc2ccccc2)C3)c(OC)c1 | -4 | 12
Cc1nonc1CN(C)C(=O)CC1C(=O)NCCN1Cc1cccc(C(F)(F)F)c1 (stereo not drawn) | -5 | -5
O=S(=O)(Nc1nc2ccccc2nc1Cl)c1ccccc1 | 8 | 3
COc1ccc2c(c1)c1ncn(Cc3ccco3)c(=O)c1n2C | -18 | 29
O=C(c1ccc(F)cc1)N(C(=O)c1ccc(F)cc1)c1ncccn1 | 3 | 3
O=C(/C=C/c1ccco1)OCC1CCCN2CCCCC12 (stereo not drawn) | 18 | -3
N#CCC(=O)NC(=O)NCC1CC1 | -25 | 10
O=C(CCC(=O)N1CCN(c2ccc(C(F)(F)F)cn2)CC1)c1cccs1 | -9 | -4
COc1ccccc1CNC(=O)c1ccc2nc(C)c(N(C)Cc3ccc(NC(C)=O)cc3)n2c1 | 3 | -1
CC(O)CNCc1cccc2ccccc12 (stereo not drawn) | -4 | -2
COc1ccc(-c2c(-c3cc(OC)cc(OC)c3)n(C)c3ccc(-c4cc(F)cc(OC)c4)cc23)cc1 | 26 | 79
COc1cc(OC)cc(C(=O)NCC(=O)N2CCCCC2)c1 | 13 | -2
Cc1cc(C)c(NC(=O)C2CC(=O)N(c3ccc4c(c3)OCCO4)C2)c(C)c1 (stereo not drawn) | 1 | -14
COc1ccc(C)cc1NC(=O)COC(=O)C1CCN(C(=O)c2ccc(Cl)cc2)CC1 | -5 | 11
Cn1c2ccc(Cl)cc2c2nc3ccccc3nc21 | 3 | 6
Cn1nccc1-c1coc2c(C(=O)NCc3ccccc3)cccc12 | -21 | -4
CSc1nnc(C)c(=O)n1COC(=O)COc1ccc(Cl)cc1 | 1 | -1
C/C(=N\NC(=O)c1ccc(-c2ccccc2)cc1)C1C(=O)c2ccccc2C1=O | 2 | -1
CN1C(=O)c2ccc(C(=O)Nc3ccccc3O)cc2C1=O | 11 | 3
C(=N\N1CCN(C2c3ccccc3-c3ccccc32)CC1)/c1ccncc1 | -16 | 10
COc1ccc(COC(=O)CCS(=O)(=O)c2ccc(C)cc2)cc1 | 6 | -3
Cc1cccc(NC(=O)CSCC(=O)Nc2ccccc2C(=O)NC2CC2)c1 | -14 | -2
CCC1(c2ccc(F)cc2)NC(=O)N(CC(=O)N2CCc3ccccc3C2)C1=O (stereo not drawn) | 4 | -1
CCCC(=O)Nc1cccc(-c2nc3cc(C)c(C)cc3o2)c1 | 21 | 10
COCCCn1c(=O)/c(=C\c2ccc(OC(F)F)c(OC)c2)s/c1=C(/C#N)C(=O)NCCOC | 13 | 10
Nc1ccc(C23CC4CC(CC(CO)(C4)C2)C3)cc1 | 4 | 0
COCCC1CCCCN1C(=O)c1cc(COc2cccc(C(C)=O)c2)on1 (stereo not drawn) | 4 | 2
Cc1ccc(C(=O)OCC(=O)NC(C)C)cc1S(=O)(=O)N1CCOCC1 | 7 | 1
CC(C)(C)OC(=O)NC(=NCCCc1cn(CC(=O)N2CCN(C(=O)OC(C)(C)C)CC2)nn1)NC(=O)OC(C)(C)C | -3 | -7
O[C@H]1C[C@H](c2ccccc2)N(CC2CCCCC2)C[C@@H]1n1cc(C2CC2)nn1 | -17 | 2
C=CCCC(=O)Nc1nc(C)c(-c2csc(Nc3ccccc3OC)n2)s1 | 27 | 0
CCOC(=O)N1CCN(C(=O)C2CCN(S(=O)(=O)c3cc(Cl)ccc3OCC)CC2)CC1 | -43 | -2
Later entries
SMILES | TAG inh | TAG inh DAPI viability
CNc1ccccc1C(=O)OC(C)C(=O)Nc1ccc(Cl)cn1 (stereo not drawn) | -1 | 19
CC(=O)Nc1c(NC(=O)CC#N)[nH]c2c(c1=O)c(=O)n(C)c(=O)n2C | -2 | -4
CC(C)CCn1c(=O)c2ccccc2n2c(CN3C(=O)NC4(CCC(C)CC4)C3=O)nnc12 (stereo not drawn) | 24 | -2
CN(C)S(=O)(=O)c1ccc2nnn(O)c2c1 | -11 | 9
O=C(N=Nc1c(O)[nH]c2ccccc12)c1cc(NS(=O)(=O)c2cccs2)cc(NS(=O)(=O)c2cccs2)c1 | 9 | 3
COc1ccc(OCC(=O)Nc2ccc(NC(=O)c3ccccc3Cl)c(OC)c2)cc1 | -1 | 3
CC(=O)Nc1ccc(NC(=O)C(C)OC(=O)CCCN2C(=O)c3cccc4cccc(c34)C2=O)cc1 (stereo not drawn) | 10 | 0
NC(=O)C1CCCN1S(=O)(=O)c1ccc2ccccc2c1 (stereo not drawn) | -22 | 5
COc1ccccc1/C=N/NC(=O)c1cccc2ccccc12 | 4 | -2
Cc1csc2nc(CSc3nc4ccccc4o3)cn12 | -33 | 3
CCOC(=O)N1CCN(C(=O)CSc2nc(=O)n3ccccc3n2)CC1 | 14 | -1
O=c1c2[nH]c3ccccc3c2ncn1CCCn1ccnc1 | -13 | -6
COc1cc(C(C)=O)ccc1OCCCOc1cccc2cccnc12 | -17 | 2
CC(C)[C@H](NC(=O)OCc1ccccc1)C(=O)OCC(=O)N1CCCCC1 | 0 | 4
COc1cc(O)c(C(CCN2CCCC2)c2cc(OC)c(OC)c(OC)c2)c(OC)c1 (stereo not drawn) | 0 | -8

Looked up by compound from the entries so far:
SMILES | TAG inh | TAG inh DAPI viability
CNc1ccccc1C(=O)OC(C)C(=O)Nc1ccc(Cl)cn1 (stereo not drawn) | -1 | 19
CC(C)CCn1c(=O)c2ccccc2n2c(CN3C(=O)NC4(CCC(C)CC4)C3=O)nnc12 (stereo not drawn) | 24 | -2
O=C(N=Nc1c(O)[nH]c2ccccc12)c1cc(NS(=O)(=O)c2cccs2)cc(NS(=O)(=O)c2cccs2)c1 | 9 | 3
O=c1c2[nH]c3ccccc3c2ncn1CCCn1ccnc1 | -13 | -6
COc1cc(C(C)=O)ccc1OCCCOc1cccc2cccnc12 | -17 | 2

Back to the main list, starting 5 compounds before the break.
SMILES | TAG inh | TAG inh DAPI viability
CCOC(=O)N1CCN(C(=O)CSc2nc(=O)n3ccccc3n2)CC1 | 14 | -1
O=c1c2[nH]c3ccccc3c2ncn1CCCn1ccnc1 | -13 | -6
COc1cc(C(C)=O)ccc1OCCCOc1cccc2cccnc12 | -17 | 2
CC(C)[C@H](NC(=O)OCc1ccccc1)C(=O)OCC(=O)N1CCCCC1 | 0 | 4
COc1cc(O)c(C(CCN2CCCC2)c2cc(OC)c(OC)c(OC)c2)c(OC)c1 (stereo not drawn) | 0 | -8
CN(CC(=O)Nc1c(Cl)cccc1Cl)C(=O)c1sccc1-c1ccccc1 | -3 | -6
CC(C)(CNC(=O)c1cc2ccccc2o1)N1CCOCC1 | 14 | 2
Cc1ccc(S(=O)(=O)CCC(=O)Nc2ccccc2N2CCCC2)cc1 | -1 | -2
Cc1c(C)n(C)c2ccc(C(=O)NCc3cccs3)cc12 | -4 | 9
Nc1cc(-c2ccc(Br)cc2)nn1S(=O)(=O)c1cccc2nsnc12 | -13 | -5
COc1cccc(CNC23CC4CC(CC(C4)C2)C3)c1OCc1ccccc1 | 24 | -9
O=C(COC(=O)Cc1cccs1)Nc1cc(S(=O)(=O)N2CCOCC2)ccc1Cl | -1 | 3
C=CCc1ccc(OCCCNC2CCCC2)c(OC)c1 | -12 | 20
CC(C)C(NC(=O)CCNC(=O)c1ccccc1Cl)c1nc2ccccc2[nH]1 (stereo not drawn) | -13 | -2
CCN(CC)C(C(=O)Nc1ccc(C(C)C)cc1)c1ccc2c(c1)OCO2 (stereo not drawn) | 30 | -2
Nc1nnc2c(n1)CCCC2 | -1 | -4
COCC(=O)N(CCc1ccc(OC)c(OC)c1)Cc1nc2ccccc2c(=O)[nH]1 | 13 | -8
COc1ccc(Cl)cc1NC(=O)CN(C)C(=O)c1ccc(OCc2ccccc2)c(OC)c1 | -20 | 1
COc1ccc(F)cc1C(=O)C1CCCN(C(=O)c2cccc(N(C)C)c2)C1 (stereo not drawn) | 0 | -7
COCCN1Cc2cccc(C(=O)Nc3ccc4c(c3)OCCO4)c2C1=O | 9 | 3
CSc1nc2ncc3c(n2n1)CC1c2ccccc2CCN1C3=O (stereo not drawn) | 11 | 49
O=C(Nc1ccc(N2CCCC2)c(Cl)c1)c1ccc([N+](=O)[O-])o1 | 87 | -58
COc1ccc(Cl)cc1NC(=O)CNc1ccccc1F | -17 | 11
Cc1c2c(=O)n(-c3nc4ccccc4s3)nc-2cc(O)n1Cc1ccccc1 | 26 | -13
NC(=S)Cc1nc(-c2ccc(Cl)cc2)cs1 | -2 | -2
Cc1cc(C(=O)N2CCCc3ccccc32)ccc1[N+](=O)[O-] | 3 | 3
COCCN(C(=O)/C=C/c1cccc([N+](=O)[O-])c1)c1c(N)n(Cc2ccccc2)c(=O)[nH]c1=O | 10 | 8
CCc1ccc(OCC(=O)NNC(=O)c2cc(S(=O)(=O)N3CCOCC3)ccc2N2CCCC2)cc1 | 12 | -2
O=C(CN1C(=O)NC2(CCCC2)C1=O)OCc1ccccc1F | 5 | -8
COc1ccc(C(CNC(=O)C(C)Oc2ccc(Br)cc2)N2CCOCC2)cc1 (stereo not drawn) | 5 | -1
Cc1noc(C)c1C(=O)OCC(=O)N(C)C1(C#N)CCCCC1 | -11 | 9
CCc1cc2c(=O)[nH]c(N3CCOCC3)nc2s1 | -2 | 11
COc1ccc(Br)cc1S(=O)(=O)NCCN1CCOCC1 | 0 | 2
Cc1cc(C)cc(C(=O)N2CC(=O)Nc3ccccc32)c1 | 55* | -28*
O=C(O)CN1CCN(CC(=O)O)CCN(CC(=O)O)CCN(CC(=O)O)CC1 | -9 | -5
COc1ccc(-c2csc(N(CC3CCCO3)C(=O)c3cccs3)n2)cc1 (stereo not drawn) | 15 | -9
c1ccc(C2=Nc3ccccc3OC2)cc1 | -7 | 10
CCOC(=O)C(C#N)C(=N)C1C(=O)OC2CCCCC21 (stereo not drawn) | 13 | -12
CC1(c2ccccc2Cl)NC(=O)N(CC(=O)Nc2cccnc2Cl)C1=O (stereo not drawn) | -13 | 4
COc1ccc(NC(=O)c2cc(C)n(Cc3cccs3)c2C)cc1 | -2 | -7
CS(=O)(=O)c1ccc(Cl)c(NC(=O)CN2C(=O)C3CCCCC3C2=O)c1 (stereo not drawn) | -1 | -4
CCOC(=O)CNC(=O)/C(=C\c1ccc(F)cc1)NC(=O)c1ccccc1 | -8 | 1
O=C(N[C@@H](Cc1ccccc1)C(=O)OCc1ccccc1)c1nc[nH]c1C(=O)NCc1ccccc1 | 5 | 2
CN(CCCCOc1ccc(F)cc1)Cc1ccccc1 | 6 | 3
Cc1ccsc1C(=O)OCC(=O)N1C(C)CCCC1C (stereo not drawn) | -2 | -11
CCN(C(=O)c1cc2c(=O)[nH]c3ccc(C)cc3c2s1)c1cccc(C)c1 | 7 | 11

One compound at a time, as listed above. Order of screens: TAG inh, TAG inh DAPI viability
CCN(C(=O)c1cc2c(=O)[nH]c3ccc(C)cc3c2s1)c1cccc(C)c1 is listed as 7, 11
Cc1ccsc1C(=O)OCC(=O)N1C(C)CCCC1C (stereo not drawn) is listed as -2, -11
CN(CCCCOc1ccc(F)cc1)Cc1ccccc1 is listed as 6, 3
O=C(N[C@@H](Cc1ccccc1)C(=O)OCc1ccccc1)c1nc[nH]c1C(=O)NCc1ccccc1 is listed as 5, 2

The list is partial; the hit share may differ from the screen's.
